TRPC4 agonist: activators of mouse TRPC4 channel. 310,000 tested, 0.49% active. Q9QUQ5. B-score at 10 µM. HEK293 TRPC4beta/mu-opioid, Fluo4 calcium fluorescence; hits give high values;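 active means B-score above 5 SD of library B-scores, and initial fluorescence ratio not above library mean plus 5 SD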;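 further: positive B-score marks a calcium rise read as TRPC4 activation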
Target sequence (Q9QUQ5 whole entry, looked up): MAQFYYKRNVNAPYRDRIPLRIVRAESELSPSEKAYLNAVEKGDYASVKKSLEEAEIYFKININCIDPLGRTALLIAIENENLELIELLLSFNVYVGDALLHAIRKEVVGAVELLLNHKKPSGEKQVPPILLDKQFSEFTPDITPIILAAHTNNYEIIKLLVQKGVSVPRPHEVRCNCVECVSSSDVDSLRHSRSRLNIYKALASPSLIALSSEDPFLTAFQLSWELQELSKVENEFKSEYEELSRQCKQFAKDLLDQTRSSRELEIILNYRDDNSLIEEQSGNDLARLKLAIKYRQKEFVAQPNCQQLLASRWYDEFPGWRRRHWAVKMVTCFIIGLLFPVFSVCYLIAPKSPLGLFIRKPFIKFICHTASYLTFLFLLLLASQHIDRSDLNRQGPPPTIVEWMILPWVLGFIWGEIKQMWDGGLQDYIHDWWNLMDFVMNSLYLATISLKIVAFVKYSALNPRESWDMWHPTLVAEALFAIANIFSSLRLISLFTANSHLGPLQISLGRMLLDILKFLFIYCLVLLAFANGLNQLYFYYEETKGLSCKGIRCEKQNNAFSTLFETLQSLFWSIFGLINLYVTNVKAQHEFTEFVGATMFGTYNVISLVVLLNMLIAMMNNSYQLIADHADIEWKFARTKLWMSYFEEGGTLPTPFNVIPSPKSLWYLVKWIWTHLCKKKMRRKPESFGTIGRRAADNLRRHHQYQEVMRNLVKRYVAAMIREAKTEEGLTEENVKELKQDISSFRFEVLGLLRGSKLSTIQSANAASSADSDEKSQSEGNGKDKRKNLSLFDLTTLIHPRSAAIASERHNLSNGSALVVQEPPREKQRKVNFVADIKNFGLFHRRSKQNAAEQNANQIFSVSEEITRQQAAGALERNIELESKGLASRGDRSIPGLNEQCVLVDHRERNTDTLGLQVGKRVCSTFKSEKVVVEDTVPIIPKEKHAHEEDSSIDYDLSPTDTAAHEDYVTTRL
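Assay system: HEK293 cells stably co-expressing mouse TRPC4beta and mu-opioid receptor / Timing: Fluo4 dye loading 45 min at room temperature, 110 s recording / Signal: Fluo4 calcium-sensitive dye fluorescence, kinetic, 1 Hz baseline / Read-out: integrated baseline-normalised fluorescence ratio, converted to per-well B score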
MrgX1 PAM: human MrgX1 positive allosteric modulation, primary screen | MrgX1-HEK293, Fluo-4 calcium flux, FDSS; hits give high values | Q96LB2 | B-score at 10 µM | 310,000 tested, 0.63% active;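 active means plate-corrected calcium response at least 3 library SD above typical, normal starting fluorescence, not activating the receptor alone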;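 further: compound read alongside a low EC10 to EC30 dose of BAM8-22 agonist; peak minus trough fluorescence over baseline measured at the second addition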
TRPC4 inh: inhibitors of mouse TRPC4 channel; HEK293 TRPC4beta/mu-opioid, DAMGO-evoked Fluo4 calcium flux; hits give low values; B-score at 10 µM; 300,000 tested, 0.39% active; AID 2247;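 active means B-score over 3 SD under the library average, no early fluorescence shift, positive overall ratio signal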
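Assay system: HEK293 cells with stable TRPC4beta plus mu-opioid receptor expression; Probe or stimulus: DAMGO in two steps, submaximal then maximal; Dosing: single-point compound dosing; Measured by: Fluo4 calcium-dye fluorescence, kinetic read; Read-out basis: B score from integrated Fluo4 fluorescence ratio.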
PolyA inh: blocks polyadenylation in yeast reporter cells; calls only at 12 µM; S. cerevisiae SKY197-pL101 polyadenylation reporter, beta-gal luminescence; efflux-impaired pdr1/pdr3 knockout yeast; score 100 = 6 SD above DMSO; 300,000 tested, 0.02% active;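 active means lowest replicate activity score at least 50, where 100 means six control SD above control mean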;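 further: yeast exposed to compound for 9 h at 30 °C; higher score means more reporter readthrough which indicates perturbed polyadenylation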
AI-2 QS mod: modulates the Vibrio harveyi AI-2 quorum sensing system | Vibrio harveyi JMH597 AI-2 luminescence/OD600 ratio, 9 h; hits give low values; strain lacks LuxN and CqsS sensors; 0 = neutral-control median | activity change, % at 7.5 µM | 300,000 tested, 0.4% active; in the data active means activity change below about -75%, passing the limit was not always enough;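 further: luminescence divided by OD600 gain over 9 h not by final OD600 alone; inactives centre near 13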
MrgX1 antagonist: blocks BAM8-22 activation of human MrgX1 receptor; Q96LB2; MRGX1-HEK293 calcium flux, Fluo-4, BAM8-22 antagonism; hits give low values; B-score at 10 µM; 310,000 tested, 1.3% active; AID 588676;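 active means calcium-response B-score plate-corrected more than 3 library SD below zero, starting fluorescence within 5 deviations, no agonist response on first addition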;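 further: peak minus trough fluorescence over baseline after final BAM8-22 challenge near maximal dose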
TRPC4 PAM: TRPC4 (mouse) allosteric potentiation; Q9QUQ5; HEK293 TRPC4beta/mu-opioid, DAMGO EC20, Fluo-4 Ca2+ flux; hits give high values; B-score at 10 µM; 310,000 tested, 0.42% active;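 active means B-score of calcium response area above 5 SD of library B-scores, with initial fluorescence ratio within 5 SD of library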;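 further: B-score of integrated fluorescence ratio over time as area under calcium response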
HIF act: HIF pathway transcriptional activation; U2OS HRE-luciferase reporter, luminescence; normalized: DMSO 0%, desferrioxamine 100%; activation, % at 7.5 µM (by protocol); 300,000 tested, 0.32% active;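 active means mean activation of at least 10% of the iron chelator positive control signal, with at least half of replicates also reaching 10%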
TRPC6 inhibitor: mouse TRPC6 channel inhibition; Q61143; 310,000 tested, 1.1% active; B-score at 10 µM; HEK293-TRPC6, membrane potential dye, ACh-evoked depolarization; hits give low values;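 active means B-score under library mean minus 3 SD, initial fluorescence not abnormally high, positive integrated signal ratio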;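 further: B-score derived from integrated fluorescence ratio over the kinetic read; more negative B-score means stronger inhibition of depolarization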
TRPC6 activator: activators of mouse TRPC6 channel; Q61143; HEK293-TRPC6 membrane potential dye fluorescence; hits give high values; B-score at 10 µM; 310,000 tested, 0.13% active;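 active means B-score of the integrated fluorescence ratio above library mean plus 3 SD, and starting fluorescence ratio within library mean plus 5 SD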;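 further: higher score means more depolarization so channel activation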
MrgX1 ag: activates human MrgX1 receptor signaling; AID 588627; 310,000 tested, 0.44% active; MrgX1-HEK293 cells, Fluo-4 calcium fluorescence, agonist mode; hits give high values; B-score at 10 µM;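 active means calcium response B-score plate-corrected fluorescence ratio at least 3 library SD, with starting fluorescence B-score inside 5 SD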
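times = overnight plating, then 30 min 37 °C plus 30 min room-temperature dye loading | assay system = stable human MrgX1 HEK293 cell line | input = fifteen thousand cells per well | signal = kinetic calcium dye fluorescence, Fluo-4 NW | dosing = compound delivered in addition one of three | read-out = B-scored fluorescence response ratio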
Starred values were filed as active, the others as inactive; i = inactive; · = not tested or not shown. The list is partial. The share of hits here may be higher or lower than overall.

no.	SMILES	TRPC4 agonist	MrgX1 PAM	TRPC4 inh	PolyA inh	AI-2 QS mod	MrgX1 antagonist	TRPC4 PAM	HIF act	TRPC6 inhibitor	TRPC6 activator	MrgX1 ag
1	O=C(/C=C/c1ccc2c(c1)OCO2)Nc1nc(-c2ccc(F)cc2)cs1	i	i	i	i	4.9	i	i	-0.4	i	i	i
2	CCS(=O)(=O)N1CCCC(C(=O)NCc2ccc(C)cc2)C1 (stereo not drawn)	i	i	i	i	11.5	i	i	0.8	i	i	i
3	CCOC(=O)c1ccc(NC2c3ccccc3C(=O)N2c2cccnc2)cc1 (stereo not drawn)	i	i	i	i	2.8	i	i	0.5	i	i	i
4	COc1ccc2oc3cc(C)[n+]([O-])c(-c4ccc(Br)cc4)c3c2c1	i	i	i	i	14.3	i	i	0.0	i	i	i
5	Cc1ccc(-c2nc(CS(=O)CC(=O)NCCN3CCCC3)c(C)o2)cc1 (stereo not drawn)	i	i	i	i	9.2	i	i	-0.4	i	i	i
6	Cn1c(=O)c(=O)n(C)c2cc(S(=O)(=O)N3CCCC3C(=O)NCc3ccco3)ccc21 (stereo not drawn)	i	i	i	i	12.8	i	i	-0.2	i	i	i
7	O=C(Nc1c(F)cc(F)cc1Br)C1CCCO1 (stereo not drawn)	i	i	i	i	19.6	i	i	-0.4	i	i	i
8	CC(=O)NC1=NN(C(C)=O)C(c2sccc2C)S1 (stereo not drawn)	i	i	i	i	29.8	i	i	0.1	i	i	i
9	Cc1cccc2sc(NC(=O)CCn3cccc3)nc12	i	i	i	·	20.9	i	i	1.3	i	i	i
10	CCC(C)[C@H](NC(=O)OC(C)(C)C)C(=O)N/N=C/c1cccc2nccnc12 (stereo partly drawn)	i	i	i	i	27.5	i	i	0.0	i	i	i
11	Cc1ccc(C)c(N2CCN(C(=O)c3ccc4nsnc4c3)CC2)c1	i	i	i	i	22.1	i	i	0.8	i	i	i
12	CC(C)N1C(=S)SC(C)(C)C1n1oc(=O)n(-c2ccc(Cl)c(Cl)c2)c1=O (stereo not drawn)	i	i	i	i	13.6	i	i	1.1	i	i	i
13	O=C1COc2ccc(-c3csc(=Nc4ccc(OC(F)F)cc4)n3CC3CCCO3)cc2N1 (stereo not drawn)	i	i	i	i	14.3	i	i	0.3	i	i	i
14	CC1CCN(C(=O)C(NS(=O)(=O)c2cccc3nsnc23)c2ccccc2)CC1 (stereo not drawn)	i	i	i	i	4.4	i	i	-0.4	i	i	i
15	COc1cccc(/C=N/NC(=O)CNC(=O)C(c2ccccc2)c2ccccc2)c1O	i	i	i	i	-2.5	i	i	13.7*	i	i	i
16	O=C(OCc1ccccc1F)c1ccc2c(c1)OCCO2	i	i	i	i	-0.8	i	i	3.1	i	i	i
17	CC(=O)Nc1nc2ccc(NC(=O)c3ccco3)cc2s1	i	i	i	i	7.9	i	i	2.4	i	i	i
18	C=CCN1C(=S)N[C@@H]2CS(=O)(=O)C[C@@H]21	i	i	i	i	29.8	i	i	0.0	i	i	i
19	O=c1[nH]c(SCc2nc3ccccc3n2Cc2ccccc2)nc2ccccc12	i	i	i	i	25.6	i	i	-0.4	i	i	i
20	CC(Oc1ccccc1)c1ccnn1S(=O)(=O)c1ccccc1 (stereo not drawn)	i	i	i	i	11.6	i	i	0.2	i	i	i
21	c1ccc(CCNc2ccc3nncn3n2)cc1	i	i	i	i	14.5	i	i	-0.1	i	i	i
22	COc1cccc(NC(=O)CSc2nc(O)c(C)c(=O)n2-c2ccc(C)cc2)c1	i	i	i	i	·	i	i	-0.6	i	i	i
23	Cc1ccc(NC2CCCN(C(=O)c3ccoc3C)C2)cc1C (stereo not drawn)	i	i	i	i	14.0	i	i	0.2	i	i	i
24	Cc1ccc(S(=O)(=O)NCC(=O)NCC(=O)N2CCN(c3ncccn3)CC2)cc1C	i	i	i	i	10.5	i	i	0.0	i	i	i
25	CCOC(=O)N/N=C/c1cn(Cc2ccc(F)cc2)c2ccccc12	i	i	i	i	·	i	i	-1.0	i	i	i
26	NC(=O)C1CCN(C(=O)c2ccc(CS(=O)(=O)c3c(Cl)cccc3Cl)o2)CC1	i	i	i	i	-3.6	i	i	·	i	i	i
27	CNC(=O)OCc1cccc(COC(=O)NC)n1	i	i	i	i	26.9	i	i	-0.6	i	i	i
28	O=C(NC(=S)Nc1ccc(C(F)(F)F)cc1)c1csnn1	i	i	i	i	11.7	i	i	-0.1	i	i	i
29	COc1cccc(NC(=O)CSc2nnc(-c3ccco3)c(-c3ccco3)n2)c1	i	i	i	i	16.3	i	i	-0.2	i	i	i
30	CN(CCOc1ccccc1)C(=O)c1ccc(OC2CCN(C(=O)C3CC3)CC2)cc1	i	i	i	i	35.3	i	i	1.0	i	i	i
31	O=C1C2C3C=CC(C4CC34)C2C(=O)N1CCCCN1CCN(c2ccc(F)cc2)CC1 (stereo not drawn)	i	i	i	i	2.8	i	i	-0.8	i	i	i
32	CCOc1ccc(C2=NNC(c3cccs3)=Nc3ccc(OCC)cc32)cc1	i	i	i	i	31.1	i	i	0.6	i	i	i
33	CCOC(=O)N1CCC(N2CCN(S(=O)(=O)c3ccc4ccccc4c3)CC2)CC1	i	i	i	i	29.2	i	i	0.5	i	i	i
34	COC(=O)COc1ccccc1/C=C1/NC(=O)NC1=O	i	i	i	i	31.7	i	i	-0.1	i	i	i
35	O=S(=O)(NCc1ccc2c(c1)OCO2)c1ccccc1F	i	i	i	i	22.1	i	i	-14.5	i	i	i
36	CCC(C)c1ccccc1NC(=O)CN(C)CC(=O)Nc1ccccc1SC (stereo not drawn)	i	i	i	i	20.8	i	i	-0.4	i	i	i
37	Cc1ccc(NC(=O)N2CCCC2c2cccs2)cc1 (stereo not drawn)	i	i	i	i	8.7	i	i	-0.5	i	i	i
38	COc1cc(OC)cc(-c2nnc(SCC(=O)N(C(C)C)C(C)C)o2)c1	i	i	i	i	22.6	i	i	0.0	i	i	i
39	CN(C)C(CNC(=O)c1ccc([N+](=O)[O-])cc1Cl)c1ccco1 (stereo not drawn)	i	i	i	i	26.9	i	i	2.2	i	i	i
40	O=C(NCc1ccc(F)cc1)c1ccc(N2CCc3ccccc32)c([N+](=O)[O-])c1	i	i	i	i	8.4	i	i	-1.5	i	i	i
41	COC(=O)C1=C(C(=O)OC)SC(=C2C(=S)C(C)(C)N(C(=O)C(C)C)c3ccccc32)S1	i	i	i	i	16.0	i	i	-0.5	i	i	i
42	COc1cc(CNC2CCCC2)c(Br)cc1OCc1ccccc1	i	i	-6*	i	23.7	i	i	-0.7	i	i	i
43	O=C(NCc1ccc2c(c1)OCO2)c1ccc(=O)[nH]c1	i	i	i	i	15.5	i	i	-0.2	i	i	i
44	COc1ccccc1N1C(=O)C2CC=CC(C)C2C1=O (stereo not drawn)	i	i	i	i	7.1	i	i	0.3	i	i	i
45	CCOc1cc2[nH]c(=O)n(CCCN3CCN(c4ccc(OC)cc4)CC3)c(=O)c2cc1OCC	i	i	i	i	55.5	i	i	-0.9	i	i	i
46	CCc1nnc(NC(=O)Nc2ccc(OC)cc2)s1	i	i	i	i	7.5	i	i	3.0	i	i	i
47	CCOC(=O)c1c(NC(=O)c2ccccc2Cl)sc2c1CCc1ccccc1-2	i	i	i	i	30.1	i	i	-0.2	i	i	i
48	O=C(CSc1nncs1)Nc1nnc(-c2ccccc2)o1	i	i	i	i	14.9	i	i	0.0	i	i	i
49	Cc1ccc2nc(Cl)c(C3CC(c4cccs4)=NN3C(=O)CCC(=O)O)cc2c1 (stereo not drawn)	i	i	i	i	24.3	i	i	0.0	i	i	i
50	COc1ccc(Cl)cc1NC(=O)CN(C)C(=O)CCC(=O)c1cc(C)sc1C	i	i	i	i	-2.0	i	i	-25.2	i	i	i

Next results:
no.	SMILES	TRPC4 agonist	MrgX1 PAM	TRPC4 inh	PolyA inh	AI-2 QS mod	MrgX1 antagonist	TRPC4 PAM	HIF act	TRPC6 inhibitor	TRPC6 activator	MrgX1 ag
51	COc1ccc(Nc2nc(-c3ccccc3)c(C(=O)Nc3cccnc3)s2)cc1	i	i	i	i	6.0	i	i	0.1	i	i	i
52	Cc1cc(C)nc(-n2nc(C)cc2NC(=O)CNCc2ccccc2)n1	i	i	i	·	-0.5	i	i	0.0	i	i	i
53	CCNC(=O)Nc1ccccc1C(=O)OC	i	i	i	i	-1.7	i	i	-0.4	i	i	i
54	Cc1cc(-c2ccc3c(c2)COc2c4ccccc4nn2-3)on1	i	i	i	i	-5.6	i	i	3.7	i	i	i
55	CCN(C(=O)c1ccnc(C(C)(C)C)c1)c1ccccc1	i	i	i	i	2.3	i	i	-0.1	i	i	i
56	CC(=O)c1c(Cl)nc2ccc(Br)cc2c1-c1ccccc1	i	i	i	i	16.2	i	i	0.2	i	i	i
57	CCCCOC(=O)n1c(=S)oc2cc(Cl)ccc21	i	i	i	i	16.2	i	i	1.9	i	i	i
58	CC(=O)c1cccc(N(CC(=O)NC2CCCCC2)C(=O)CCC(=O)Nc2nc(C)cs2)c1	i	i	i	i	19.2	i	i	-0.8	i	i	i
59	CCOC(=O)/C=c1\s/c(=C\c2ccc3c(c2)OCCO3)c(=O)n1CC(=O)NCC1CCCO1 (stereo not drawn)	i	i	i	i	16.2	i	i	0.8	i	i	i
60	COc1ccc(-c2nc(CN3CCC(c4ccccc4)CC3)c(C)o2)cc1OC	i	i	i	i	25.7	i	i	-0.5	i	i	i
61	Fc1ccc(/C=N/Nc2nnnn2-c2ccccc2)cc1	i	i	i	i	17.2	i	i	-0.1	i	i	i
62	Cc1cc2c(cc1S(=O)(=O)CCC(=O)N(C)Cc1ccccc1)OCC(=O)N2	i	i	i	i	13.4	i	i	0.0	i	i	i
63	O=C(O)c1ccc(NC(=O)c2cccc(NC(=O)c3cccs3)c2)cc1	i	i	i	i	15.7	i	i	0.2	i	i	i
64	Cc1c(C2N3CC4(C)CN2CC(C)(C3)C4=O)c2ccccc2n1C (stereo not drawn)	i	i	i	i	8.0	i	i	-0.4	i	i	i
